KCNQ1 act: potentiators or activators of human KCNQ1 potassium channel. 310,000 compounds, 0.35% hits. B-score at 10 µM. AID 2648. P51787. CHO-K1 KCNQ1, thallium flux FluxOR fluorescence; active compounds read high;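 active = fluorescence ratio B-score, a plate-corrected score, at least three library SD, with initial intensity B-score within 5 SD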
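System: CHO-K1 cells stably expressing KCNQ1 / Medium: assay buffer for compound exposure, DMSO matched across wells / Reagent: thallium- and potassium-containing depolarizing buffer / Compound: one concentration, matched DMSO / Incubation: 20 min compound pretreatment at room temperature / Measured by: kinetic FluxOR fluorescence, 10 s baseline plus 110 s post-stimulus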
GSK3 alpha inh: human GSK-3 alpha kinase inhibition | P49840 | ADP-Glo luminescence, 60 min | inhibition, % at 10 µM | 320,000 compounds, 0.1% hits;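 in the data active = inhibition above about 50%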;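 also: GST-tagged GSK-3 alpha with peptide substrate and 25 µM ATP; 0% = DMSO neutral wells and 100% = GW8510 positive control wells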
KCNK9 block: blocks the human KCNK9 two-pore domain potassium channel. HEK293 KCNK9, FluxOR thallium flux fluorescence; active compounds read low. AID 488922. 310,000 compounds, 1.2% hits. B-score at 10 µM. Q9NPC2;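 active = ratio B-score over 3 SD below the library mean, with starting fluorescence within 5 SD of its mean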;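 also: negative B-score means less thallium flux so channel inhibition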
KCNQ1 inh: human KCNQ1 channel inhibition; B-score at 10 µM; 310,000 compounds, 1.3% hits; CHO-K1 KCNQ1, FluxOR thallium flux fluorescence; active compounds read high; AID 2642; P51787;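 active = compounds whose thallium flux B-score, printed positive for inhibition, exceeds three library SD while starting fluorescence stays within three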;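 also: channel opened by potassium depolarization with thallium stimulus after 20 min compound exposure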
PolyA inhibitor: inhibitors of polyadenylation in S. cerevisiae. calls only at 12 µM. S. cerevisiae SKY197-pL101 polyadenylation reporter, beta-gal luminescence; efflux-impaired pdr1/pdr3 knockout yeast; score 100 = 6 SD above DMSO. AID 1875. 300,000 compounds, 0.02% hits;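 active = lowest replicate activity score at least 50, where 100 means six control SD above control mean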;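 also: yeast exposed to compound for 9 h at 30 °C; higher score means more reporter readthrough which indicates perturbed polyadenylation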
RGS4 act: potentiators or activators of RGS4 | B-score at 10 µM | HEK293 M3R/inducible RGS4, carbachol calcium flux Fluo4; active compounds read low | 310,000 compounds, 0.92% hits;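 active = B-score of the integrated calcium signal more than 4 SD below the library mean, with starting fluorescence not abnormally high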;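 also: negative B-score means reduced calcium response which marks RGS4 activation or potentiation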
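test system = M3R-expressing HEK293 line, RGS4 induced by doxycycline | probe or stimulus = carbachol at ECmax as muscarinic agonist stimulus | timing = dye loading 30 min 37 °C, buffer rest 30 min RT | signal = calcium dye Fluo4 fluorescence | evaluation = B score from integrated fluorescence ratio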
DYRK1A inh: Dyrk1A (rat) kinase inhibition; Q63470; ADP-Glo luminescence, NFATc1 peptide; inhibition, % at 12.5 µM; 310,000 compounds, 0.43% hits; AID 504441; in the data active = inhibition above about 50%;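 also: plate controls were vehicle with enzyme for no effect and no enzyme for full effect; many of its hits are not listed in these tables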
RGS4 block: human RGS4 inhibition | HEK293 M3R/RGS4 inducible, Fluo-4 calcium flux; active compounds read high; triggered by carbachol at its EC20 | B-score at 10 µM | P49798 | 310,000 compounds, 0.45% hits;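 active = B-score, a plate-corrected calcium signal, over three deviations above library mean, with baseline fluorescence within five deviations of library mean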;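 also: RGS4 expression induced by doxycycline in cells with stable M3 receptor; B-score is computed from the integrated fluorescence ratio over baseline after carbachol; higher B-score means a larger calcium signal and so more RGS4 inhibition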
hERG rescue: compounds protecting human hERG from proarrhythmic drug block; 310,000 compounds, 0.51% hits; CHO-hERG, FluxOR thallium flux, dofetilide IC70 present; activation (rescue from dofetilide block), less the hit threshold, % at 10 µM; Q12809; AID 1511;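 active = activation above the mean of controls blocked by dofetilide plus 5 SD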;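 also: thallium influx through hERG after potassium depolarization seen as dye fluorescence rise; in these data hits start at about 4.7%; inactives centre near -7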
Target sequence (Q12809 whole entry, looked up): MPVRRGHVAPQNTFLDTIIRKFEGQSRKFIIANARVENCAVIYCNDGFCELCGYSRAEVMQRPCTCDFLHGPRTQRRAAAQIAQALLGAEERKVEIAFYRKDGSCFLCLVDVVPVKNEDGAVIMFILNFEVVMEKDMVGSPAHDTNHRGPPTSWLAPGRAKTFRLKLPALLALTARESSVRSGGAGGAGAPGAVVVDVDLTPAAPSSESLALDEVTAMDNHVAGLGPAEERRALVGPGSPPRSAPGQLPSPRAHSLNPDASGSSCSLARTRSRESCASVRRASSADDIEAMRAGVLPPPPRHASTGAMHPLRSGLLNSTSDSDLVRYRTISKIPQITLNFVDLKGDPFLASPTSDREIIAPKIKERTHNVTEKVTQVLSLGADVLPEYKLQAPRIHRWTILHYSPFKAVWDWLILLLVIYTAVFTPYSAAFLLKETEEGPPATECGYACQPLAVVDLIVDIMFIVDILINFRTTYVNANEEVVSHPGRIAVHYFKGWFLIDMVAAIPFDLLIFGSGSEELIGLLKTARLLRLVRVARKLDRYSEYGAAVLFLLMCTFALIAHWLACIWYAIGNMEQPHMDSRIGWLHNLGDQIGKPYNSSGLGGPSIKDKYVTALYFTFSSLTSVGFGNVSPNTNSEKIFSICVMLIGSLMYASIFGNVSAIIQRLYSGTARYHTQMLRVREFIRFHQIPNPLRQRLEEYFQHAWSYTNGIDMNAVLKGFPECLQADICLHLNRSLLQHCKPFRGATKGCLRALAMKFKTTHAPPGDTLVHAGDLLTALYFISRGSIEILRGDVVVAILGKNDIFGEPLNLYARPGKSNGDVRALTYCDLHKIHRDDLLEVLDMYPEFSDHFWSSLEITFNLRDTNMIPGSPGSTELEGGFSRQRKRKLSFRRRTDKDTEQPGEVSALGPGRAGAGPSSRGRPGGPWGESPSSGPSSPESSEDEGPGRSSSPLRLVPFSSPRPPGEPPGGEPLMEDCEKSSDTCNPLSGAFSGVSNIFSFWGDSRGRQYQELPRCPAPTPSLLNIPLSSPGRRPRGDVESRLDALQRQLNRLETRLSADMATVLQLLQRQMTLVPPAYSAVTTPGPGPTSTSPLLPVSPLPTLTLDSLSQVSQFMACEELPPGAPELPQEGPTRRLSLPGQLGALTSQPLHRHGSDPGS
KCNK3 block: human KCNK3 channel inhibition, primary screen | CHO-KCNK3 thallium flux, FluxOR fluorescence; active compounds read low | O14649 | B-score at 10 µM | 340,000 compounds, 0.84% hits;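 active = B-score under library mean minus 4 SD, starting fluorescence ratio at most library mean plus 5 SD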;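 also: more negative B-score means stronger inhibition of thallium flux through KCNK3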
GSK3beta inhib: inhibitors of human GSK3beta kinase; GST-GSK3beta kinase, ADP-Glo luminescence, 60 min; active compounds read low; activity score (negative = inhibition), % at 10 µM; 300,000 compounds, 0.038% hits;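 active = more than half of replicate wells score below -50%, meaning over 50% inhibition versus plate controls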;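 also: 0% = median DMSO wells and -100% = median GW8510 positive control wells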
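Assay system: GST-tagged human GSK3beta kinase, cell-free; Input: 1.6 ng GSK3beta; Medium: Tris/MgCl2 kinase buffer; Timing: 60 min enzyme reaction, room temperature; Signal: ADP-Glo luminescence quantifying ADP generated by kinase; Evaluation: score relative to plate controls; Benchmarks: DMSO neutral wells and GW8510 at 20 µM as positive.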
Active calls of the source: *; i = inactive; / = not tested or not shown. Not all compounds are listed; the hit share may differ from the screen's.

SMILES | KCNQ1 act | GSK3 alpha inh | KCNK9 block | KCNQ1 inh | PolyA inhibitor | RGS4 act | DYRK1A inh | RGS4 block | hERG rescue | KCNK3 block | GSK3beta inhib
O=C(NCc1ccco1)c1ccc(S(=O)(=O)N2CCCCC2)cc1 | i | 0 | i | i | i | i | -7 | i | -10 | i | -4
Cc1cc(C)c(C)c(S(=O)(=O)N2CCC(C(=O)NCC(c3ccccc3)N(C)C)CC2)c1C (configuration not stated) | i | -1 | i | i | i | i | 1 | i | -10 | i | -1
Cc1cc(CNC(=O)Cn2cc([N+](=O)[O-])cn2)c2ccccc2n1 | i | 2 | i | i | i | i | / | i | -17 | i | 2
COc1ccc(CNC(=S)Nc2cccc(Cl)c2)cc1 | i | 2 | i | i | i | i | / | i | -14 | i | 1
CCn1c(SCC(=O)N2c3ccccc3Sc3ccccc32)nc2c1c(=O)n(C)c(=O)n2C | i | -1 | i | i | i | i | 1 | i | -16 | i | 0
CCOC(=O)C1CCN(C(=O)CS(=O)Cc2nc(-c3ccc(C)cc3)oc2C)CC1 (configuration not stated) | i | -1 | i | i | i | i | 8 | i | -7 | i | -1
Cc1ccc(C(=O)N/C(=C/c2ccc(-c3cccc([N+](=O)[O-])c3)o2)C(=O)NC(C)C)cc1 | i | 30 | i | i | i | i | -1 | i | -7 | i | 2
O=C(Cc1cccs1)Nc1cccc(-c2nc3cc4ccccc4cc3[nH]2)c1 | i | 2 | i | 9* | i | i | 6 | i | -21 | i | -3
O=C(N1CCOCC1)N(CCN1CCOCC1)Cc1cccc(Cl)c1 | i | 0 | i | i | i | i | 7 | i | -3 | i | 0
Cc1cccc(Nc2ncnc3nc[nH]c23)c1C | i | 7 | i | i | i | i | 18 | i | -17 | i | -11
O=C(N/N=C/c1ccccc1[N+](=O)[O-])c1cccs1 | i | -1 | i | i | i | i | / | i | -2 | i | 0
CCOC(=O)C1=C(C)N(CCO)C(=O)NC1c1cccc(O)c1 (configuration not stated) | i | 0 | i | i | i | i | -5 | i | -8 | i | 2
Cc1cc(N2CCN(c3ccccc3)CC2)n2ncnc2n1 | i | -1 | i | i | i | i | / | i | -5 | i | -4
COc1ccc(C(CNC(=O)c2cc(=O)[nH]c3ccccc23)N2CCCC2)cc1 (configuration not stated) | i | 1 | i | i | i | i | -2 | i | -3 | i | 1
Cc1ccc(NC(=O)c2ccc(OCc3c(C)noc3C)cc2)cc1 | i | 0 | i | i | i | i | / | i | -12 | / | 2
COc1ccc(OC)c(NC(=O)CN2CCc3ccccc3C2)c1 | i | 3 | i | i | i | i | -5 | i | -5 | i | -4
Brc1ccc(OCc2nnnn2-c2ccccc2)cc1 | i | -2 | i | i | i | i | -1 | i | -12 | i | 2
O=C1NC(=O)/C(=C\c2ccc(Oc3cnccn3)cc2)S1 | i | 0 | i | i | i | i | 59* | i | -8 | i | 4
O=C(Cn1nc2sc3ccccc3n2c(=O)c1=O)c1cccs1 | i | 0 | i | i | / | i | / | i | -14 | i | 0
C=CCN1c2ccccc2[C@]23C[C@@H](C(=O)OC)N(C(=O)c4ccco4)C2=NC(C(=O)OC)=C(C(=O)OC)[C@H]13 | i | 0 | i | i | i | i | 15 | i | -11 | i | 1
CCOC(=O)N1CCN(C(=O)C(CC)c2ccccc2)CC1 (configuration not stated) | i | -1 | i | i | i | i | -2 | i | -11 | i | -2
CCCCCOc1ccc(C(=O)CCC(=O)N2CCCC2)cc1 | i | 3 | i | i | i | i | -2 | i | -5 | i | 1
Cc1ccc(-c2nc(CS(=O)(=O)CC(=O)Nc3cc(F)ccc3F)c(C)o2)cc1 | i | -1 | i | i | i | i | 1 | i | -4 | i | 4
CCOC(=O)/C(=C/C1=CC(=C/N(C)C)/C(=O)O1)C(C)=O | i | -4 | i | i | i | i | 1 | i | -23 | i | -1
O=c1nc2n(c3cccc(Cl)c13)CCCCC2 | i | 0 | i | i | i | i | / | i | -3 | i | 3
The results go on.
SMILES | KCNQ1 act | GSK3 alpha inh | KCNK9 block | KCNQ1 inh | PolyA inhibitor | RGS4 act | DYRK1A inh | RGS4 block | hERG rescue | KCNK3 block | GSK3beta inhib
CCn1c(NC(=O)/C=C/c2ccc(F)cc2)nc2ccccc21 | i | -3 | i | i | i | i | 20 | i | -4 | i | -1
CCCCNC(=O)Cc1coc2ccc3ccccc3c12 | i | 0 | i | i | i | i | 6 | i | -5 | i | -2
Cc1cc(NC(=O)CCc2ccc(S(=O)(=O)N3CCOCC3)cc2)n(-c2ccccc2)n1 | i | 0 | i | i | i | i | -6 | i | -10 | i | 1
COc1cccc(OCCCOc2ccc([N+](=O)[O-])cc2Cl)c1 | i | -1 | i | i | i | i | -1 | i | -6 | i | 0
O=[N+]([O-])c1cccc(-c2nc3ccc([N+](=O)[O-])cc3[nH]2)c1 | i | 0 | i | i | i | i | 10 | i | -22 | i | -5
Cc1cc(-c2ccc(S(=O)(=O)N(C)c3ccc(C)c(C)c3)s2)on1 | i | -1 | i | 9* | i | i | 8 | i | -6 | i | 3
CC(C)NC[C@@H](O)c1ccc(O)c(O)c1 | i | 1 | i | i | i | i | 9 | i | -8 | i | 1
CC1CCC(C(C)C)C(OCC(O)CN2CCCC(C)C2)C1 (configuration not stated) | i | -2 | i | i | i | i | / | i | -9 | i | 2
CCCCN(C)C(=O)Cn1ncc2c3ccccc3n(CCC)c2c1=O | i | 0 | i | i | i | i | 7 | i | -4 | i | -2
CCOc1ccc(NC(=O)N(C2CCCCC2)C(C)c2cccnc2)cc1 (configuration not stated) | i | 28 | i | i | / | i | -3 | i | -7 | i | 3
Cc1c(CCC(=O)O)c(=O)oc2cc3occ(C(C)(C)C)c3cc12 | i | 3 | i | i | i | i | 5 | i | -13 | i | -1
CCS(=O)(=O)c1ccc(O)c(NC(=O)CC2(CC(=O)O)CCCC2)c1 | i | -2 | i | i | i | i | -9 | i | -10 | i | 2
O=C(CN1CCN(Cc2ccccc2Cl)C1=O)NCC1CCCO1 (configuration not stated) | i | 0 | i | i | i | i | -1 | i | -11 | i | -2
CC(=O)N1c2ccc(S(=O)(=O)NCCC(=O)NC3CCCCCC3)cc2CC1C (configuration not stated) | i | 0 | i | i | i | i | 7 | i | -7 | i | 2
COC(=O)c1cc(NC(=O)c2cccc(F)c2)cc(C(=O)OC)c1 | i | 1 | i | i | i | i | -1 | i | -10 | i | -1
COC(=O)C1=CN(Cc2ccc(OC)c(OC)c2)C=C(C(=O)OC)C1c1cccc(O)c1 | i | 2 | i | i | i | i | -5 | i | -2 | i | /
Cc1ccccc1C(=O)N[C@H](C(=O)OCC(=O)c1ccc[nH]1)C(C)C | i | 0 | i | i | i | i | -1 | i | -14 | i | 4
O=C(O)C1CC=CCC1C(=O)NCCc1csc(-c2ccccc2)n1 (configuration not stated) | i | 1 | i | i | i | i | 0 | i | -12 | i | -1
CCCN1C(=O)CC(c2ccco2)Sc2ccccc21 (configuration not stated) | i | -3 | i | i | i | i | -3 | i | -8 | i | 4
COc1ccc2c(c1)c(CC(=O)OC(C)C(=O)N(C)C)c(C)n2C(=O)c1ccc(Cl)cc1 (configuration not stated) | i | -1 | i | i | i | i | -3 | i | -12 | i | -1
O=C(Nc1ncc(Cl)cn1)c1cccs1 | i | 3 | i | i | i | i | 6 | i | -4 | i | 0
COc1cc(OC)c2c(OC)cccc2n1 | i | -2 | i | i | i | i | 4 | i | -9 | i | 3
COCCNC(=O)CSc1ccc(-c2nc3ccccc3[nH]2)cn1 | i | -4 | i | i | i | i | -2 | i | -10 | i | -1
CCOc1cccc(-c2c(C(=O)N/N=C/c3ccc(C)s3)nnn2-c2nonc2N)c1 | i | 3 | i | i | i | i | 12 | i | -14 | i | 1
Nn1c(SCC(=O)Nc2ccccc2F)nc2ccccc2c1=O | i | -2 | i | i | i | i | 4 | i | -4 | i | -2
Going on with the list.
SMILES | KCNQ1 act | GSK3 alpha inh | KCNK9 block | KCNQ1 inh | PolyA inhibitor | RGS4 act | DYRK1A inh | RGS4 block | hERG rescue | KCNK3 block | GSK3beta inhib
CC(=O)NC(CCS(C)(=O)=O)C(=O)Nc1ccccc1Cl (configuration not stated) | i | 0 | i | i | i | i | 4 | i | -9 | i | -4
Cc1cc([N+](=O)[O-])nn1Cc1c(F)c(F)c(F)c(F)c1F | i | / | i | i | i | i | 3 | i | -8 | i | -7
CCC(=O)N1CCCN(S(=O)(=O)c2ccc(C)cc2)C1c1ccc(OC)cc1 (configuration not stated) | i | 1 | i | i | i | i | 2 | i | -12 | i | 0
COc1cc(OC)cc(-c2nnc(SCC(=O)N3CCCCC3)o2)c1 | i | -1 | i | i | i | i | 2 | i | -8 | i | 1
N#Cc1c(C(F)(F)F)cc(-c2cccs2)nc1SCc1ccc(Cl)nc1 | i | -1 | i | i | i | i | -6 | i | -6 | i | 1
O=C(Nc1cccc(O)c1)c1ccc(Br)cc1 | i | -2 | i | i | i | i | 11 | i | -15 | i | -2
Cc1ccc(NC(=O)CSc2nnc(N)s2)cc1S(=O)(=O)N1CCCCC1 | i | 2 | i | i | i | i | -2 | i | -11 | i | 0
CC(C)CC(O)C1CCN(C(=O)CCc2nnc(-c3ccc4c(c3)OCO4)o2)CC1 (configuration not stated) | i | 13 | i | i | i | i | 8 | i | -3 | i | 1
CC1Cc2ccccc2N1c1ncnc2nc[nH]c12 (configuration not stated) | i | 47 | i | i | i | i | 72* | i | -10 | i | 1
COc1nc(C)ccc1-c1noc(-c2ccccn2)n1 | i | 1 | i | i | i | i | 57* | i | -7 | i | 1
CCOC(=O)C1CCN(c2ncnc3c2cnn3-c2ccc(Cl)cc2)CC1 | i | / | i | i | i | i | -1 | i | -6 | i | 2
CCn1ncc(Br)c1C(=O)Nc1c(C)nn(Cc2c(F)c(F)c(F)c(F)c2F)c1C | i | / | i | i | / | i | 4 | i | -7 | i | 3
CC(C)NS(=O)(=O)c1ccc(CCC(=O)NCc2cccnc2)cc1 | i | 6 | i | i | i | i | -3 | i | -11 | i | -5

Screening data from PubChem BioAssay.
